FBW7 act: human FBW7 E3 ligase activation, primary screen; 0.13% of 650,000 active; AlphaScreen FBW7–phospho-cyclin E peptide binding, activator screen; Q969H0; normalized activity (activation), % at 26.1 µM; in the data active = normalized activity above about 1.9%;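 also: purified mutant Fbw7 with reduced substrate affinity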
Target sequence (Q969H0 whole entry, looked up): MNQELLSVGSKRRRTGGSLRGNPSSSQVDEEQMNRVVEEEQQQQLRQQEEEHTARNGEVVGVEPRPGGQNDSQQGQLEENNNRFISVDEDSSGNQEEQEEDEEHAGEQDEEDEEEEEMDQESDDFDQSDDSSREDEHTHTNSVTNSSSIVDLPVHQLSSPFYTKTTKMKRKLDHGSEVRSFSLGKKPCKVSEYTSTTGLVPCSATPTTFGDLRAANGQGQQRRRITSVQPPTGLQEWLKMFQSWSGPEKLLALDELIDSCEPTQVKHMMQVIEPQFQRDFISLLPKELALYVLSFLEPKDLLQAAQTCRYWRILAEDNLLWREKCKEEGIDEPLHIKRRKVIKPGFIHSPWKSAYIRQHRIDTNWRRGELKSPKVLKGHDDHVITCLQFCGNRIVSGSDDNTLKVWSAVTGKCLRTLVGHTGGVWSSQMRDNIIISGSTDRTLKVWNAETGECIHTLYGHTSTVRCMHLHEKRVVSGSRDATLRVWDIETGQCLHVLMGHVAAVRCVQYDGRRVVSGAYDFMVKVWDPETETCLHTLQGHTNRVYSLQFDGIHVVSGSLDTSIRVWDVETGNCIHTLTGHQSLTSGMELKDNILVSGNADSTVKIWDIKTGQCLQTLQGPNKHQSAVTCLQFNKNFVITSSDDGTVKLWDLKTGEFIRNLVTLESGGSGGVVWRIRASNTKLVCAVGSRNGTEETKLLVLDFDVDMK
MITF inh: blocks human microphthalmia-associated transcription factor; O75030; AlphaScreen MITF homodimerization, bead proximity signal; inhibition, % at 2.6 µM; 0.91% of 650,000 active; in the data active = inhibition above about 50%;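 also: 0% = vehicle wells with protein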
GPR151 ag: activators of human GPR151; PathHunter beta-arrestin GPR151 cells, luminescence; activation, % at 11.2 µM; 1% of 650,000 active; Q8TDV0; in the data active = activation above about 4.9%;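 also: 0% = median of compound wells and 100% = cells with positive control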
TEAD-YAP block: TEAD-YAP interaction inhibition. HEK-TIYL cells, TEAD-Gal4/YAP UAS-luciferase luminescence. inhibition, % at 9.12 µM. 1.4% of 640,000 active. AID 1259422; in the data active = inhibition above about 32%;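 also: 0% = median of test compound wells and 100% = reference inhibitor wells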
* marks the source's active call; other numbers are inactive results; nt = not tested or not shown.

SMILES	FBW7 act	MITF inh	GPR151 ag	TEAD-YAP block
CN(C)C(CNS(=O)(=O)c1ccccc1)c1ccsc1 (stereo unspecified)	-0.1	-4	0.0	-5
O=C1C(=O)N(c2ccccc2)C(c2ccc3c(c2)OCO3)/C1=C(/O)c1ccccc1 (stereo unspecified)	-0.2	2	1.4	-2
O=C(CN1C(=O)C(=O)N(Cc2ccco2)C1=O)NC1CCCCC1	-0.1	7	0.5	7
Clc1nc(NCc2nc3ccccc3[nH]2)c2ncn(-c3ccccc3)c2n1	0.1	-8	1.7	3
COCCNc1nnc(SCc2nc3sc(C(C)=O)c(C)c3c(=O)[nH]2)s1	0.1	13	-0.7	7
COc1ccc(-c2csc(CC#N)n2)cc1OC	0.1	-2	-0.4	-6
Cc1cnc2nc3c(cc2c1)CN(CC(O)c1ccc(F)cc1)CC3 (stereo unspecified)	0.0	8	-1.4	-3
CCOC(=O)N1CCN(CCC(=O)c2ccc(Br)cc2)CC1	0.0	6	1.2	0
COC(=O)c1c(C)oc2ccc(OCc3ccc(Cl)cc3Cl)cc12	1.6	20	1.0	-11
O=C1c2ccc(Br)cc2C(=O)N1c1ccc(Br)cc1	0.1	1	0.8	5

A different layout for some results above:
Sequence of screens: FBW7 act	MITF inh	GPR151 ag	TEAD-YAP block
> COc1ccc(-c2csc(CC#N)n2)cc1OC
    0.1	-2	-0.4	-6
> Cc1cnc2nc3c(cc2c1)CN(CC(O)c1ccc(F)cc1)CC3 (stereo unspecified)
    0.0	8	-1.4	-3
> CCOC(=O)N1CCN(CCC(=O)c2ccc(Br)cc2)CC1
    0.0	6	1.2	0
> COC(=O)c1c(C)oc2ccc(OCc3ccc(Cl)cc3Cl)cc12
    1.6	20	1.0	-11
> O=C1c2ccc(Br)cc2C(=O)N1c1ccc(Br)cc1
    0.1	1	0.8	5

(cont.)
SMILES	FBW7 act	MITF inh	GPR151 ag	TEAD-YAP block
Cc1ccc(/C=C/C(=O)Nc2c(C)n(C)n(-c3ccccc3)c2=O)o1	-0.1	0	0.1	-3
COc1ccc(C)cc1S(=O)(=O)N(C)CC(=O)NCc1ccncc1	-0.1	-5	-0.8	-7
COc1ccc2nc(-c3ccc(NS(=O)(=O)c4ccc(C)cc4)cc3)cn2n1	0.1	9	0.6	-29
O=C(Nc1cccc(Cl)c1Cl)c1ccc([N+](=O)[O-])cc1[N+](=O)[O-]	0.5	14	-0.4	2
Cn1c(=O)[nH]c(=O)c2c(C(F)(F)F)cc(-c3ccco3)nc21	-0.1	0	-1.9	5
O=C(Nc1cccc(Cl)c1)c1ccc(Br)s1	0.2	0	-0.2	-47
COc1ccc(N2C(=O)c3ccc(C(=O)Nc4ccccc4O)cc3C2=O)cc1	0.1	15	-0.3	-11
CCS(=O)(=O)N1CCc2ccccc2C1	0.0	-3	-0.6	2
Cc1cc(Br)ccc1NC(=O)CSc1nnc(N)s1	0.0	12	0.8	14
CCC[C@@H]1NC(=O)[C@@H]2C[C@H](NC(=O)Nc3ccc(F)cc3)CN2C1=O	0.0	-13	-0.9	1
Cc1nc(N2CCC(C)CC2)nc(NCCO)c1[N+](=O)[O-]	0.1	9	3.5	2
CCOC(=O)c1ccc(-n2nc(C)c3c(C)cc(=O)oc32)cc1	0.1	5	0.8	-6
CC(=O)N1CCc2cc(S(=O)(=O)NCCC(=O)Nc3cc(C)cc(C)c3)ccc21	0.0	5	0.4	8
O=C1CS/C(=N/N=C/c2cc(Cl)cc(Cl)c2O)N1	0.1	0	-0.8	-5
CCOC(=O)C(=CNc1ccc(OC)cc1OC)C(=O)OCC	-0.1	1	-1.2	-3
CCOCCCNCc1ccccc1OCc1ccccc1	-0.1	-13	13*	0
CC(=O)Nc1ccccc1C(=O)C(=O)Nc1cccc(C(=O)NCc2ccccc2)c1	0.0	5	0.2	-4
CCOC(=O)c1sc2nc(SCC(=O)N(C)Cc3ccccc3)n(CCC3=CCCCC3)c(=O)c2c1C	0.0	-17	-0.6	9
COc1cccc(CC2(CO)CCCN(C(=O)Nc3cccc(C(F)(F)F)c3)C2)c1 (stereo unspecified)	0.1	-3	0.4	2
Cc1ccc(Nc2nc(Cc3ccccc3)nc3sc(C)c(C)c23)cc1F	0.0	6	0.2	0

2 of the compounds above, in CSV form:
Molecule,FBW7 act,MITF inh,GPR151 ag,TEAD-YAP block
CCOCCCNCc1ccccc1OCc1ccccc1,-0.1,-13,13*,0
CC(=O)Nc1ccccc1C(=O)C(=O)Nc1cccc(C(=O)NCc2ccccc2)c1,0.0,5,0.2,-4

Later entries
SMILES	FBW7 act	MITF inh	GPR151 ag	TEAD-YAP block
Cc1cccc(N2CCN(S(=O)(=O)c3cnc[nH]3)CC2C)c1 (stereo unspecified)	0.3	6	0.5	5
O=S(=O)(c1cccc2cnccc12)N1CCNCC1	0.1	13	0.2	nt
O=C(Cc1ccccc1)OCCN1C(=O)C2C3c4ccccc4C(c4ccccc43)C2C1=O (stereo unspecified)	-0.1	-8	0.1	-13
CCCCCn1c(=O)[nH]c2cc(C(=O)NCCCC)ccc2c1=O	-0.1	1	-0.3	6
Cc1cc(/C=C2\SC(N)=NC2=O)c(C)n1-c1ccc([N+](=O)[O-])cc1	-0.1	9	-0.7	-5
N#Cc1cc(C#N)c(SCC(N)=O)nc1N	0.1	14	-0.7	0
COc1ccc(C2=Nc3ccccc3NC(c3ccc([N+](=O)[O-])cc3)C2)cc1 (stereo unspecified)	-0.4	12	-0.6	-80
O=C(CC1SC(=Nc2ccccc2)N(c2ccccc2)C1=O)Nc1cccc(Cl)c1 (stereo unspecified)	-0.3	3	0.0	1
COc1ccc(-n2nc(C(=O)NCC(=O)Nc3cccc(C)n3)c3ccccc3c2=O)cc1OC	-0.1	3	0.5	4
O=C(/C=C/c1ccccc1)NNC(=O)c1ccco1	0.0	2	-0.2	-15
O=c1c(C=NCc2ccc3c(c2)OCO3)c(CSc2ccc(Cl)cc2)[nH]n1-c1nc2ccccc2s1	0.5	1	-1.8	7
Cn1c(SCc2ccccc2[N+](=O)[O-])nnc1-c1ccccc1	-0.1	-2	0.2	-55
Cc1ccccc1OCC(O)Cn1nnc2ccccc21 (stereo unspecified)	0.1	-3	0.4	-51
N#Cc1c(-c2ccc(Br)cc2)cc(-c2cccs2)nc1SCc1ccccn1	0.0	2	-0.7	11
Cc1ccc(NC(=O)COC(=O)CC2Oc3ccccc3NC2=O)cc1C (stereo unspecified)	0.1	3	-1.4	1
O=C(NCc1ccccc1Cl)C1(S(=O)(=O)c2ccc(Cl)cc2)CC1	0.0	3	-0.5	10
CC(C)c1ccc(OCCCCN2CCNCC2)cc1	-0.3	62*	-1.7	11
CCC(=O)Nc1ccc(NC(=O)COc2cccc(C)c2C)cc1	0.7	8	-1.0	9
COc1cccc(C2=CC(c3cccc(OC)c3OC)n3nnnc3N2)c1 (stereo unspecified)	0.0	-1	-0.2	30
CCN(CC)C(=O)C1CCCN(c2cc(Nc3ccccc3)ncn2)C1 (stereo unspecified)	0.0	14	1.2	-10

Random excerpt: five records from the list, in no set order.
SMILES	FBW7 act	MITF inh	GPR151 ag	TEAD-YAP block
CCN(CC)C(=O)C1CCCN(c2cc(Nc3ccccc3)ncn2)C1 (stereo unspecified)	0.0	14	1.2	-10
Cc1ccc(NC(=O)COC(=O)CC2Oc3ccccc3NC2=O)cc1C (stereo unspecified)	0.1	3	-1.4	1
Cc1ccccc1OCC(O)Cn1nnc2ccccc21 (stereo unspecified)	0.1	-3	0.4	-51
N#Cc1c(-c2ccc(Br)cc2)cc(-c2cccs2)nc1SCc1ccccn1	0.0	2	-0.7	11
CC(C)c1ccc(OCCCCN2CCNCC2)cc1	-0.3	62*	-1.7	11

Next section:
SMILES	FBW7 act	MITF inh	GPR151 ag	TEAD-YAP block
CCCCCSc1nncc(=O)[nH]1	0.0	-2	-0.8	1
N#CC(C#N)=C(CCCNC(=O)c1ccccc1)NCc1ccccc1	0.0	-5	0.7	-10
O=C(COc1ccc(Cl)cc1)OC1CCOC1=O (stereo unspecified)	-0.1	2	0.5	9
Cc1cc2nc(Cc3ccc(OC(F)F)cc3)c(=O)[nH]c2cc1C	0.1	2	0.8	1
O=C(CN(C(=O)CCC(=O)Nc1ccccn1)C1CCCC1)NCc1ccc(F)cc1	1.2	15	0.0	1
CSc1ccc(C2C(C#N)=C(N)OC3=C2C(=O)CC(C)(C)C3)cc1 (stereo unspecified)	-0.1	5	0.0	5
COc1cc([N+](=O)[O-])ccc1-c1ccc(/C=N/NC(N)=S)o1	-1.6	14	4.7	10
COc1ccc(C(=O)Nc2nc3c(s2)CCCC3C(=O)NC(C)c2ccccc2)cc1 (stereo unspecified)	0.6	8	-0.8	-19
Cc1cc(C)n2c(SCCc3ccccc3)nnc2n1	0.1	9	0.9	-10
CCc1ccc(C2C(C#N)=C(N)N(c3cccc([N+](=O)[O-])c3)C3=C2C(=O)CC(C)(C)C3)cc1 (stereo unspecified)	-0.1	9	0.8	-3
O=C(O)c1ccc(CNCc2ccncc2)cc1	-0.1	-1	-1.0	9
O=C(NNC(=O)c1cc([N+](=O)[O-])ccc1N1CCOCC1)c1ccccc1F	-0.1	-13	-0.8	-2
CN1C(=O)/C(=C\c2ccc(F)cc2)SC1=S	0.5	8	1.6	-2
Cc1ccc(-c2nc(CS(=O)(=O)CC(=O)Nc3ccccc3C)c(C)o2)cc1	0.1	-2	-1.4	0
COc1ccc(-c2csc3ncnc(NCCN4CCOCC4)c23)cc1	0.4	82*	-2.1	13
Cc1c(=O)n(OCc2ccccc2Br)c2ccccc2[n+]1[O-]	0.5	19	-1.4	3
COc1ccc(CNC(=O)Cn2nc([N+](=O)[O-])c(Br)c2C)cc1	0.0	5	-1.7	-9
CC(C)=C1C2CCC1C(C(=O)Nc1sc3c(c1C(N)=O)CCC(C)C3)C2C(=O)O (stereo unspecified)	-0.1	0	-0.4	12
CCOc1ccc(N(C)S(=O)(=O)c2ccc3[nH]cc(C(=O)NCCCOC)c(=O)c3c2)cc1	0.0	0	0.5	6
Cc1ccc(NC(=O)c2ccc([N+](=O)[O-])cc2Cl)c([N+](=O)[O-])c1	-0.2	9	-0.5	-10
Cc1cc2c(cc1C)CN(c1cccc(C(=O)O)c1)C2	-0.1	9	-0.6	34*
CCn1nnc(NC(=S)NC(=O)c2ccc(N3CCOCC3)c([N+](=O)[O-])c2)n1	-0.2	6	3.8	-2
CC(C(=O)N1c2ccccc2Sc2ccc(C(F)(F)F)cc21)N1C(=O)c2ccccc2C1=O (stereo unspecified)	0.2	6	-1.6	3
O=C(O)[C@H]1CN(CCCP(=O)(O)O)CCN1	0.1	9	-0.4	nt
CCN(CC)c1nc2n(c(=S)n1)CCS2	-0.1	9	-0.4	9
CC1(C)C(=O)NCCN1C(=O)CSc1nccc(-c2ccccc2)n1	0.0	7	0.0	-10
Cc1c(C(=O)N2CCCc3ccccc32)sc2nc3n(c(=O)c12)CCCC3	0.2	8	-3.4	9
C=CCNC(=O)/C=C/c1ccc(OC)c(OC)c1	-0.1	1	-0.6	2
CC1CCc2c(sc3ncnc(NCCN4CCOCC4)c23)C1 (stereo unspecified)	-0.2	3	0.7	1
CCc1c(C(=O)c2ccc(OC)cc2)oc2ccc3c(C)cc(=O)oc3c12	0.5	10	-1.0	11
CC1CCCCC1NC(=O)CCCN1C(=S)NC(C)(C)CC1C (stereo unspecified)	0.1	14	0.1	-8
CC(C)N(C(=O)CSc1nc(C2CC2)nc2ccccc12)C(C)C	0.5	-5	0.3	1
O=C1/C(=C\c2cccs2)SC(=S)N1CCCC(=O)N(CCO)c1ccccc1	-0.1	12	-1.3	8
COc1ccc(NC(=O)Cn2cc(Br)c([N+](=O)[O-])n2)cc1	-0.2	2	1.6	-7
O=C(O)C1CCN(C(=O)CSc2ncnc3ccccc23)CC1	0.0	4	-1.8	-11
COc1ccc(/C=C/C(=O)Nc2ncc(Cc3ccccc3)s2)cc1	-0.1	4	-0.3	-2
CC(C)Cn1c(=O)c(C(=O)Nc2cccnc2)c(O)c2ccccc21	-0.1	-3	-0.7	2
O=C(Cc1noc2ccccc12)N1CCN(c2cc(-c3ccccc3)ncn2)CC1	0.2	17	0.3	-3
CC(c1ccccc1)n1c(N2CCN(C)CC2)nc2c1c(=O)[nH]c(=O)n2C (stereo unspecified)	-0.2	-13	2.1	-7
O=C(O)C1CCCN(c2nnc(N3CCCC3=O)s2)C1 (stereo unspecified)	-0.2	6	-1.2	-4
CSc1ncccc1C(=O)N1CCN(S(=O)(=O)c2ccc(F)cc2)CC1	0.1	3	-0.2	9
O=C(COC(=O)C1CC1)NCc1cccs1	0.1	16	0.2	2
CCN(C(=O)Cc1ccc(C)cc1)c1ccccc1	0.1	13	-0.4	3
CCN1CCN(S(=O)(=O)c2ccc(Cl)cc2)CC1	0.6	6	-0.7	11
COc1cc(C2C(C#N)=C(N)Oc3nc[nH]c(=O)c32)ccc1OC(C)C (stereo unspecified)	-0.1	3	2.4	-6

From PubChem BioAssay
